# Source: PubChem BioAssay
# S3 lipid droplet: qHTS Assay for Lipid Storage Modulators in Drosophila S3 Cells. Drosophila S3 cells, BODIPY lipid droplet fluorescence, 18-24 h; cells fed with added oleic acid. Potency in µM for hits, for the others lipid storage change, negative = inhibition, % at the top dose, mostly 46.1 µM. hit rate 0.64% among 320,000. AID 2685, 2010; active = well fitted inhibition curve with a large enough effect in the signal ratio, with a control signal flat, not every such curve was filed as active; inconclusive = small, poorly fitted or top-dose-only effect, or effect the other way, or a change in a side signal; the % refers to the signal ratio
#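 Drosophila S3 cells got compounds at several concentrations plus oleic acid (400 uM solution). Laser-scanning cytometry with 488 nm excitation read lipid droplets at 500-530 nm and cells at 575-640 nm. Percent activity was relative to 20 uM Triacsin C.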
# S3 lipid droplet cell count max: also measured in S3 lipid droplet; calls as there; cell number change, %; measured here: cell count max response;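 cells counted by Cell Tracker Red CMTPX staining in the red channel; peak over a dose series mostly up to 46.1 µM; percent activity relative to internal control wells on each plate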
# An asterisk follows results filed as active; i = inactive; u = inconclusive; x = no result given. % is scaled to controls: 0 for no effect and ±100 for the full control effect; potency is read from the fitted curve at half-maximal effect.
SMILES,S3 lipid droplet,S3 lipid droplet cell count max
O=C(NCC(=O)N(c1ccccc1F)C(C(=O)NC1CCCC1)c1ccco1)c1ccco1 (centres undefined),1%,3
CCSc1ncc(CO)c(N)n1,3%,18
Cc1ccc(OCC2Cn3c(nc4c3c(=O)[nH]c(=O)n4C)O2)cc1C (centres undefined),10%,x
Cc1cccc(CS(=O)(=O)Cc2ccc(C(=O)NCC3CCCO3)o2)c1 (centres undefined),u,x
O=C(CSc1nnc(-c2cccs2)n1CC1CCCO1)c1cc2ccccc2o1 (centres undefined),u,x
Cc1ccc2oc(=O)c3cc(C(=O)NCc4ccco4)sc3c2c1,u,x
CCOCC(=O)Nc1ccc2c(c1)N(S(=O)(=O)c1cccs1)CCC2,u,x
CC(O)CN(CCC(N)=O)CCC(N)=O (centres undefined),7%,-13
O=C(Nc1cccc(Cl)c1N1CCCC1)c1ccc(Br)o1,u,x
CCOc1ccc2nc(NC(=O)Nc3cccs3)sc2c1,u,x
CC(C)(C)S(=O)(=O)/C(C#N)=N/Nc1ccc(C#N)cc1,10%,2
COc1ccc(OC)c(NC(=O)C2CCC(CNc3c(N4CCOCC4)c(=O)c3=O)CC2)c1 (centres undefined),u,x
O=C(NCc1ccco1)c1cnn2c1NC(c1ccccc1)CC2C(F)(F)F (centres undefined),-10%,-12
CCC1COCCS(=O)(=O)N1Cc1ccccc1C (centres undefined),1%,10
O=C(NCc1ccco1)C1CCN(C(=O)c2ccc([N+](=O)[O-])cc2)CC1,-11%,-13
CCN(CC)CCN1C(=O)C(O)=C(C(=O)c2cc3cccc(OC)c3o2)C1c1ccc(F)cc1 (centres undefined),u,x
Cc1ccccc1-n1nc2c(c1NC(=O)c1c(-c3ccccc3Cl)noc1C)CSC2,u,x
Cc1cc(-c2nn(C)c(=O)c3ccccc23)ccc1CNC(=O)NC1CCCCC1,11%,19
CC1=NOC2(C1)N(C)c1ccccc1C2(C)C (centres undefined),u,x
O=C(NCc1ccccn1)c1ccc(Cn2cc(Br)cn2)o1,i,x
COc1ccc(NC(=O)CSc2nnc(Cc3cccn3C)n2CCc2ccccc2)c(OC)c1,-7%,-17
COC(=O)CSc1ccc(C#N)c(SCC(=O)OC)c1,7%,-20
O=C(c1ccccc1)c1n[nH]c(-c2ccccc2)cc1=O,6%,5
CCC(C)(C)n1nnnc1C(c1ccc(OC)c(OC)c1)N1CCN(c2cccc(OC)c2)CC1 (centres undefined),i,x
Cc1ccc(-n2nc(-c3ccco3)cc2C(=O)NCc2cccnc2)cc1,u,x
Clc1ccc(CNc2ccccn2)cc1,11%,20
COc1ccc(C(CNC(=O)c2ccc(S(=O)(=O)N(C)C)cc2)N2CCCC2)cc1 (centres undefined),i,x
COCCn1c(SCC(=O)Nc2cccc(F)c2)nc2c([nH]c3ccccc32)c1=O,4%,4
COC(=O)C(N)Cc1ccc(O)cc1 (centres undefined),u,x
N#Cc1cnc2sc3ccccc3n2c1=N,u,x
O=C(NCc1ccccc1F)C1CCCN(S(=O)(=O)c2ccc(-n3cnnn3)cc2)C1 (centres undefined),u,x
COc1ccc2c(c1)C(=O)/C(=C/C=C/c1ccccc1)CC2,-7%,x
CCS(=O)c1scc(-c2ccc(Cl)cc2)c1C#N (centres undefined),7%,4
N/C(Cn1cncn1)=N\NC(=O)C(=O)Nc1ccccc1,u,x
CC(=O)c1ccc(S(=O)(=O)N2CCN(c3nc(-c4cccnc4)nc4ccccc34)CC2)cc1,u,x
CCCCC(=O)N(CCC)CCC,-18%,-11
COc1ccc(N2CC(C(=O)N[C@@H](C)C(=O)NC(C)c3ccccc3)CC2=O)cc1 (some centres undefined),i,x
CCOC(=O)c1[nH]c(CSc2nnc(-c3ccncc3)n2CCOC)c(C(=O)OCC)c1C,u,x
CC1=CS(=O)(=O)CC1SC(=S)N(C)C1CCS(=O)(=O)C1 (centres undefined),u,x
COc1ccc2[nH]c(=O)c(-c3noc(-c4ccccc4)n3)cc2c1,13%,-9
CC1CCCC(NC(=O)CCNC(=O)c2ccccc2Cl)C1C (centres undefined),u,x
COc1cc2nc(Nc3cccc(F)c3)nc(N)c2cc1OC,u,x
CNc1nc(-c2ccc3c(c2)CCN3S(=O)(=O)c2ccccc2)c(C)s1,-18%,-9
O=C(Nc1nncs1)c1cccnc1Cl,-1%,-5
CSCCC(N=C1NS(=O)(=O)c2ccccc21)C(=O)NCc1ccccc1F (centres undefined),10%,-14
Cc1ccc(C(=O)Oc2coc(CSc3nnc(NC(=O)c4cccs4)s3)cc2=O)cc1C,u,x
O=C(Nc1ccc2nn(-c3ccccc3)nc2c1)c1ccc2c(c1)OCO2,u,x
O=C(CCC(=O)N(CC(=O)NC1CCCCC1)CC1CCCO1)Nc1nccs1 (centres undefined),u,x
CCN(CC(=O)Nc1ccc2c(c1)OCCO2)C(=O)/C=C/c1cccc(Br)c1,i,x
Cc1nnc(N2C(=O)C(=O)/C(=C(/O)c3ccc4c(c3)OCCO4)C2c2ccc([N+](=O)[O-])cc2)s1 (centres undefined),u,x
O=C(NC(=S)Nc1ccc2c(c1)OCCO2)c1ccccc1F,13%,2
O=c1c2ccccc2cnn1-c1ccc(Br)cc1,u,x
CCOc1cccc(C2C(C(=O)c3cccs3)=C(O)C(=O)N2Cc2cccnc2)c1 (centres undefined),-5%,13
Cc1ccc(N2C(=O)[C@@H]3C(c4cccnc4)=NO[C@@H]3C2=O)c(C)c1,4%,2
Cn1nccc1C(=O)NC1CCN(Cc2ccccc2)CC1,u,x
Cc1cccn2c(=O)c3cc(C(=O)NCCN4CCOCC4)c(=N)n(CCc4ccccc4)c3nc12,u,x
COc1ccccc1NC(=O)CN(Cc1ccccc1)S(C)(=O)=O,-1%,4
CN(CC(=O)Nc1c(Cl)cccc1Cl)C(=O)c1cccc(S(=O)(=O)NCc2ccccc2)c1,u,x
CC(=O)C1=NN(c2ccccc2)C(c2cccs2)N1c1ccccc1 (centres undefined),u,x
CC(C)N(CCCNC(=O)C1CCN(S(=O)(=O)N2CCOCC2)CC1)Cc1ccccc1,18%,-9

# Reprinted from above (17 entries):
SMILES,S3 lipid droplet,S3 lipid droplet cell count max
O=C(Nc1nncs1)c1cccnc1Cl,-1%,-5
CSCCC(N=C1NS(=O)(=O)c2ccccc21)C(=O)NCc1ccccc1F (centres undefined),10%,-14
Cc1ccc(C(=O)Oc2coc(CSc3nnc(NC(=O)c4cccs4)s3)cc2=O)cc1C,u,x
O=C(Nc1ccc2nn(-c3ccccc3)nc2c1)c1ccc2c(c1)OCO2,u,x
O=C(CCC(=O)N(CC(=O)NC1CCCCC1)CC1CCCO1)Nc1nccs1 (centres undefined),u,x
CCN(CC(=O)Nc1ccc2c(c1)OCCO2)C(=O)/C=C/c1cccc(Br)c1,i,x
Cc1nnc(N2C(=O)C(=O)/C(=C(/O)c3ccc4c(c3)OCCO4)C2c2ccc([N+](=O)[O-])cc2)s1 (centres undefined),u,x
O=C(NC(=S)Nc1ccc2c(c1)OCCO2)c1ccccc1F,13%,2
O=c1c2ccccc2cnn1-c1ccc(Br)cc1,u,x
CCOc1cccc(C2C(C(=O)c3cccs3)=C(O)C(=O)N2Cc2cccnc2)c1 (centres undefined),-5%,13
Cc1ccc(N2C(=O)[C@@H]3C(c4cccnc4)=NO[C@@H]3C2=O)c(C)c1,4%,2
Cn1nccc1C(=O)NC1CCN(Cc2ccccc2)CC1,u,x
Cc1cccn2c(=O)c3cc(C(=O)NCCN4CCOCC4)c(=N)n(CCc4ccccc4)c3nc12,u,x
COc1ccccc1NC(=O)CN(Cc1ccccc1)S(C)(=O)=O,-1%,4
CN(CC(=O)Nc1c(Cl)cccc1Cl)C(=O)c1cccc(S(=O)(=O)NCc2ccccc2)c1,u,x
CC(=O)C1=NN(c2ccccc2)C(c2cccs2)N1c1ccccc1 (centres undefined),u,x
CC(C)N(CCCNC(=O)C1CCN(S(=O)(=O)N2CCOCC2)CC1)Cc1ccccc1,18%,-9

# The list continues.
SMILES,S3 lipid droplet,S3 lipid droplet cell count max
CCOC(=O)c1cc(-c2cccc(C(F)(F)F)c2)nc2nc(SC)[nH]c(=O)c12,u,x
COC(=O)C1=C(C)N(CCc2cc(OC)c(OC)c(OC)c2)C(=O)N[C@H]1c1cccs1,0%,0
CS(=O)(=O)c1nc2c(cc1C#N)CCCC2,u,x
O=C(NCc1cccnc1)C1CCCN(Cc2cnn(-c3ccccc3)c2-n2cccc2)C1 (centres undefined),0%,-3
O=c1[nH]c2ccc(NC(=S)Nc3ccc(Cl)cc3Cl)cc2[nH]1,u,x
COc1ccc(CCNC(=O)CN2CCN(c3cccc(Cl)c3)CC2)cc1OC,u,x
N#Cc1c(N)nc(SCc2ccncc2)c(C#N)c1-c1cccs1,u,x
Cc1ccc(-c2nc3c(Cl)cc(Cl)cc3c(=O)n2O)cc1,u,x
COc1ccc(CNC(=O)c2ccc(Br)s2)cc1OC,i,x
O=C(NCc1ccco1)c1cccc(N2CCCC2=O)c1,i,x
CCOC(=O)N1CCC(NC(=O)CCc2ccccc2)CC1,i,2
O=C(CSc1nnc(Cc2ccc(Cl)cc2)o1)Nc1ccccc1,-17%,6
N#Cc1cccc2c1-c1ccccc1/C2=N/NC(N)=O,16%,1
Cc1ccc(NC(=O)CN2CCCC2)c2c1CC(C)(C)O2,-10%,-9
CCOC(=O)C[N+](CC)(CC)CC#Cc1ccccc1,u,x
O=C(Nc1nc2cc3c(cc2s1)OCO3)c1ccc(N2C(=O)CCC2=O)cc1,6%,13
COc1ccc2c(c1OC)C(=O)OC2CC(=O)c1ccc2c(c1)OCO2 (centres undefined),u,x
O=C(NCc1ccccc1)NC1(C(=O)N2CCCC2)CCCCC1,-8%,7
CCC1S/C(=C(\C#N)C(=O)NCc2ccco2)N(c2ccc(F)cc2)C1=O (centres undefined),20%,-22
CCOC(=O)c1cc2sc(C)cc2n1CC(=O)Nc1cccc(C)c1C,0%,12
O=C(CN1CCN(Cc2ccc(Cl)cc2)C1=O)NCCN1CCCC1,u,x
COc1ccccc1OCc1nnc(SCC(=O)Nc2nnc(C3CC3)s2)n1C,u,x
O=C(O)CCC(=O)N1N=C(c2ccccc2)CC1c1ccc(Br)cc1 (centres undefined),u,x
CC(=O)c1cn(CCOc2ccccc2C)c2ccccc12,u,x
COc1ccc(CNC(=O)C2CSC(c3ccc(OC)cc3)N2C(C)=O)cc1 (centres undefined),u,x
COc1ccc(C(=O)Nc2c3c(nn2-c2ccc(Cl)cc2)CS(=O)(=O)C3)cc1,u,x
COc1cc(OC)cc(C(=O)N[C@H](C(=O)Nc2nnc(C3CC3)s2)C(C)C)c1,u,x
CCOc1c(S(=O)(=O)NC2CC(C)(C)NC(C)(C)C2)ccc(Cl)c1Cl,u,x
COc1cc(-n2c(=O)c3ccccc3n(CC(=O)c3ccccc3)c2=O)cc(OC)c1OC,u,x
O=C(c1cc2ccccc2o1)N(C1CC1)C1(C(=O)Nc2ccccc2)CCCC1,u,x
CC(C)Sc1nc2c(cnn2-c2ccc(F)cc2)c(=O)[nH]1,i,x
CC(C)c1cccc(C(C)C)c1OC(=O)NC(=O)c1c(F)cccc1F,-6%,3
COc1ccc(CC(=O)Nc2ccc(N3CCCCC3)cc2)cc1,16%,x
Cc1ccc2c(c1)/C(=C/c1ccco1)C(=O)N2,u,x
Cc1cccc(OCC(=O)Nc2ccc3c(c2)nc(CCN2CCN(c4ccccn4)CC2)n3C)c1,u,x
CCCCn1c(=O)[nH]c(=O)c2c1nc(-c1ccccc1F)n2Cc1ccccc1OC,u,x
COc1cc(NS(=O)(=O)c2ccc(NS(=O)(=O)c3ccccc3)cc2)nc(OC)n1,u,x
Cc1c(Cl)cccc1NC(=S)NC1CCN(Cc2ccccc2)CC1,u,x
Cc1nc(N2CCOCC2)nc(OC(C)C)c1[N+](=O)[O-],u,x
Clc1ccccc1Cn1nnc2c(Nc3ccccc3)ncnc21,17%,-1
COc1cc(NC(=O)c2ncn[nH]2)cc(OC)c1OC,-5%,-6
O=C(NN1C(=O)NC2(CCCCC2)C1=O)c1ccc(-c2ccc(Cl)cc2)o1,u,x
Cc1nnc(SCCn2c(N3CC(C)CC(C)C3)nc3c2c(=O)n(C)c(=O)n3C)s1 (centres undefined),u,x
Cc1ccccc1C(=O)OCc1nnc(-c2ccc(Cl)cc2)o1,9%,19
Cc1ccc(S(=O)(=O)NNC(=O)Nc2cccc(C)c2C)c(C)c1,u,x
CC1(C)Cc2ccccc2C(/C(=N/O)C(N)=O)=N1,u,x
Cc1ccc(S(=O)(=O)NC(=O)Nc2nnc(C3CC3)s2)cc1,0%,-10
CCCn1nc2cc(C(=O)NCc3ccc4c(c3)OCO4)ccc2c1OCC,u,x
O=C(O)CSC1CC(=O)N(c2ccc(Br)cc2)C1=O (centres undefined),u,x
Cc1ccc(NC(=O)c2ccccc2NS(=O)(=O)c2ccc(F)cc2)cc1S(=O)(=O)N1CCCCC1,u,x
Cn1cccc1C(=O)NC(=O)COC(=O)c1ccccc1Sc1ccccc1C#N,6%,-7
Cc1ccc(NC(=O)CSCC(=O)NNC(=O)c2nn(C)c(=O)c3ccccc23)cc1,8%,11
Cc1ccccc1-n1nnnc1SCC(=O)Nc1ccc(S(=O)(=O)N2CCCC2)cc1,u,x
COCCn1c(C)cc(C(=O)COC(=O)c2ccc(-n3nc(C)cc3C)cc2)c1C,u,x
COCCCn1c(=O)c2ccccc2n(CC(=O)Nc2ccc3c(c2)OCCO3)c1=O,i,6
Cc1ccc(SCc2cc(=O)n(C)[nH]2)cc1,-11%,x
COC(=O)c1ccccc1OCCOCCOc1cccc2ccc(C)nc12,-1%,2
CCCCSc1ccc2nc(-c3ccc(C#N)cc3)cn2c1,-49%,-19
CCOc1ccc(NS(=O)(=O)c2ccc(OCC)c3ncccc23)cc1,i,-6

# This is a subset; the hit share may differ from the screen's.
